Compound activity (PubChem)
H9c2 protect: protects H9c2 cardiomyocytes from peroxide injury; H2O2 injury protection, ATPLite, 2 h; protection from H2O2 cell death, % at 20 µM; 0.63% of 360,000 active; AID 588492;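 active = compounds giving at least 50% protection of heart cells from peroxide-induced death in the single-dose screen, raw or plate-pattern-corrected value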;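 also: 0% = DMSO wells with peroxide and 100% = DMSO wells without peroxide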
Vif inh: inhibitors of HIV Vif | inhibition, % at 7.49 µM | 0.35% of 340,000 active | HEK293T cells, Vif self-association by quenched fluorescence, imaging, 24 h | AID 602346; in the data active = inhibition above about 50%, passing the limit was not always enough; also: some results filed as inactive read as strong as hits
MC4R ag barr: activates human MC4R beta-arrestin recruitment. P32245. U2OS MC4R beta-arrestin complementation, luminescence; percent of melanotan II response, DMSO zero. activation, % at 8.9 µM. 0.98% of 360,000 active;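 active = activation above a per-plate cutoff, the mean activation of sample wells on that plate plus 3 SD, cut at about 8% in these data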
CaV13 ICDI inh: Disruptors of the CACNA1D IQ motif to Ca2+-dependent inactivation inhibitor domain association, primary screening, Förster resonance energy transfer in intact living …. inhibition, % at 12.3 µM. 0.098% of 340,000 active. HEK cells, CFP/YFP FRET ICDI-IQ, plate reader, 10 min; percent FRET-ratio fall versus neutral wells;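 active = mean replicate inhibition of at least 30% and at least 1% of replicates passing that level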;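 also: 0% = median of the neutral control wells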
N-glyco inh: blocks N-linked glycosylation in D54 reporter cells; 0.23% of 360,000 active; reporter increase, % at 12.5 µM; D54 ERlucT glycosylation luciferase reporter, 24 h; percent of 100 nM tunicamycin response;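 active = mean luciferase reporter signal, scaled so untreated is 0 and the glycosylation-blocking control 100, at or above a set limit in every replicate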;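 also: luciferase carries N-glycosylation sites so blocking glycosylation raises the light; 0% = median of neutral control wells and 100% = median of 100 nM tunicamycin wells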
HTR2A ag: activates the mouse 5-HT2A serotonin receptor. P35363. CHO-K1 mHTR2A beta-arrestin complementation, luminescence; percent of 30 µM serotonin response. activation, % at 7.6 µM. 0.66% of 360,000 active. AID 624169;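 active = activation above a run cutoff, the mean activation of all tested compounds plus 3 SD, cut at about 14% in these data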;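 also: 0% = plate median of compound wells and 100% = 30 µM serotonin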
aDG glyco up: alpha-DG glycosylation activation | Pro5-aDG cells, alpha-DG glycosylation AlphaScreen (IIH6); 0% Pro5, 100% B10-LARGE cell signal | activation, % at 10 µM | 0.22% of 360,000 active;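 active = activation of at least 8% versus controls, or a plate z-score of at least 8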;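 also: Pro5 are CHO cells carrying HIG-tagged alpha-DG that lacks glycosylation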
MC4R antag cAMP: blocks human MC4R cAMP signaling; P32245; MC4R-expressing cells, MTII-stimulated cAMP, LANCE TR-FRET; inhibition, % at 6.5 µM; 0.48% of 360,000 active;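 active = inhibition above its plate's cutoff, the mean of tested wells on that plate plus 3 SD, cut at about 29% in these data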;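 also: 0% = Melanotan II alone and 100% = Melanotan II plus saturating MCL0020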
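System: U2OS cells stably expressing human melanocortin 4 receptor (MC4R). Reagent: Melanotan II challenge after compound preincubation. Doses: 6.5 µM. Times: 30-min compound, 1-h challenge, 1-h detection, room temperature. Measured by: TR-FRET with Eu-cAMP and labeled anti-cAMP, 671 nm. Replicates: singlicate.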
ABCB6 inh 2: human ABCB6 transporter inhibition. AID 602162. 0.19% of 360,000 active. K562-ABCB6 porphyrin accumulation, flow cytometry, 1 h; stronger effect = lower value. fluorescence ratio to DMSO, % at 10 µM;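 active = fluorescence ratio to DMSO below 75%, the collection mean minus 3 SD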;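 also: signal is porphyrin accumulated inside mitochondria; 100% equals median channel fluorescence of DMSO control wells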
Target sequence (Q9NP58 whole entry, looked up): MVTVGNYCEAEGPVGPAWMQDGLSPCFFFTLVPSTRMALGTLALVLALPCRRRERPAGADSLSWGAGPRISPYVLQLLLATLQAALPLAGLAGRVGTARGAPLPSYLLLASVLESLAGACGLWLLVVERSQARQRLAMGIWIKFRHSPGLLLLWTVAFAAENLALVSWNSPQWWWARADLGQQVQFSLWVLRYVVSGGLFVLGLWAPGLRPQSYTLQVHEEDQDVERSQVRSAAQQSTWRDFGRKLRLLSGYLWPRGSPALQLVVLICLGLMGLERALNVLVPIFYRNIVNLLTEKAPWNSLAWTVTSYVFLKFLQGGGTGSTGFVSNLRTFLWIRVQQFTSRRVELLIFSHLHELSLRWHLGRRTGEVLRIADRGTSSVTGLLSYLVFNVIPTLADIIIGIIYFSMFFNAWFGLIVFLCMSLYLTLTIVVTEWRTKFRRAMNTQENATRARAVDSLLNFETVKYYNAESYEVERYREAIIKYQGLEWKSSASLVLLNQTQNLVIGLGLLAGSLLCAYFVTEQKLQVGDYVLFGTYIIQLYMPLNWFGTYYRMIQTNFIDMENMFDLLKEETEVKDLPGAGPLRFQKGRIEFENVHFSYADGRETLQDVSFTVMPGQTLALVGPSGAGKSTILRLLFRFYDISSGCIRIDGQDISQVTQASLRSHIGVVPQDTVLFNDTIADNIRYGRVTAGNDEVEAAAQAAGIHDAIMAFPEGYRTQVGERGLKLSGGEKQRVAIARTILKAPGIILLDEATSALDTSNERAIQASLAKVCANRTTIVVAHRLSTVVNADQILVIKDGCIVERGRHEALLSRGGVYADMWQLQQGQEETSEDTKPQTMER
PDI inh: PDI (human) enzyme inhibition | P07237 | PDI insulin aggregation turbidity, A650, 90 min | inhibition, % at 10 µM | 0.052% of 350,000 active;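 active = mean inhibition across replicates of 30% or more, whatever share of single replicates reach that level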;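 also: absorbance from insulin aggregation driven by PDI reduction with DTT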
* hit, by the source's call.

`CC(=O)Nc1ccc(NC(=O)c2cc([N+](=O)[O-])cc([N+](=O)[O-])c2)cc1` gave H9c2 protect 5.2, Vif inh 0.1, MC4R ag barr -2.0, CaV13 ICDI inh -9.0, N-glyco inh 5.6, HTR2A ag 0.7, aDG glyco up 0.1, MC4R antag cAMP -4.9, ABCB6 inh 2 94.0 and PDI inh 15.1.
CCC(C)NCCOCCSc1ccc(Cl)cc1 (stereo not drawn) was read as H9c2 protect 7.3, Vif inh -1.7, MC4R ag barr 1.5, CaV13 ICDI inh -4.6, N-glyco inh -3.9, HTR2A ag 0.8, aDG glyco up 0.2, MC4R antag cAMP -2.6, ABCB6 inh 2 97.0 and PDI inh 11.2.
For Cc1c(CC(=O)O)c(=O)oc2cc(OCc3ccc(F)cc3F)ccc12 the results were H9c2 protect 0.4, Vif inh 2.7, MC4R ag barr -0.4, CaV13 ICDI inh -16.7, N-glyco inh -0.8, HTR2A ag 1.5, aDG glyco up 0.0, MC4R antag cAMP 6.2, ABCB6 inh 2 101.0 and PDI inh -7.4.
Cc1ccc(C(=O)OCC(=O)NCCN2C(=O)CSC2=O)cc1 was read as H9c2 protect 0.2, Vif inh -1.5, MC4R ag barr -2.1, CaV13 ICDI inh -3.3, N-glyco inh 3.3, HTR2A ag 2.2, aDG glyco up -0.2, MC4R antag cAMP 7.6, ABCB6 inh 2 97.0 and PDI inh 2.6.
CC(=O)c1cnc(Nc2ccc(C)cc2)s1 was read as H9c2 protect -10.8, Vif inh -6.1, MC4R ag barr 0.1, CaV13 ICDI inh -4.8, N-glyco inh 1.0, HTR2A ag 0.8, aDG glyco up 0.2, MC4R antag cAMP 2.4, ABCB6 inh 2 96.0 and PDI inh 10.7.
`O=C(NCCCN1CCCC1=O)c1ccccc1NS(=O)(=O)c1ccc(F)cc1` gave H9c2 protect 20.1, Vif inh 3.2, MC4R ag barr 1.5, CaV13 ICDI inh -9.3, N-glyco inh -1.6, HTR2A ag -1.4, aDG glyco up 0.2, MC4R antag cAMP 0.4, ABCB6 inh 2 102.0 and PDI inh -9.6.
Screening Cc1ccc(NC(=O)COC(=O)C2CCN(c3ccc(C(F)(F)F)cn3)CC2)cc1 returned H9c2 protect -8.9, Vif inh 17.4, MC4R ag barr 6.8, CaV13 ICDI inh -5.2, N-glyco inh 3.6, HTR2A ag -6.1, aDG glyco up -0.4, MC4R antag cAMP 1.6, ABCB6 inh 2 100.0 and PDI inh 12.6.
For CCOC(=O)C1CCCN(C(=O)c2ccc(CNS(=O)(=O)c3ccc(C)cc3)cc2)C1 (stereo not drawn) the results were H9c2 protect -2.1, Vif inh 3.8, MC4R ag barr -2.7, CaV13 ICDI inh 1.2, N-glyco inh 1.1, HTR2A ag -1.3, aDG glyco up 0.3, MC4R antag cAMP 5.8, ABCB6 inh 2 92.0 and PDI inh 6.2.
Screening Cc1ccc(C)c(NS(=O)(=O)c2cc3c4c(c2)CC(=O)N4CCC3)c1 returned H9c2 protect -0.2, Vif inh 4.8, MC4R ag barr -2.1, CaV13 ICDI inh -13.7, N-glyco inh -2.6, HTR2A ag -6.9, aDG glyco up 0.0, MC4R antag cAMP 0.7, ABCB6 inh 2 99.0 and PDI inh 3.3.
For Cc1nnc2c(N3CCN(C(=O)c4ccco4)CC3)nc3ccccc3n12 the results were H9c2 protect 23.0, Vif inh -5.8, MC4R ag barr -4.0, CaV13 ICDI inh -7.8, N-glyco inh -2.3, HTR2A ag 0.5, aDG glyco up 0.0, MC4R antag cAMP 15.3, ABCB6 inh 2 97.0 and PDI inh 6.2.
`CC1(C)CN(CCc2ccccc2)C(=O)[C@H]1CC(=O)Nc1ccc(Br)cc1` gave H9c2 protect 7.6, MC4R ag barr 1.4, CaV13 ICDI inh -9.1, N-glyco inh 3.9, HTR2A ag 1.6, aDG glyco up 0.2, MC4R antag cAMP 9.1, ABCB6 inh 2 101.0 and PDI inh 4.0.
For Cc1cc(C(=O)CN2C(=O)C(=O)N(CC(C)C)C2=O)c(C)n1-c1ccccc1F the results were H9c2 protect -5.8, Vif inh 4.6, MC4R ag barr -3.3, CaV13 ICDI inh -5.0, N-glyco inh -2.1, HTR2A ag 0.9, aDG glyco up -0.4, MC4R antag cAMP -5.3, ABCB6 inh 2 101.0 and PDI inh 13.7.
`Cc1cc(NC(=O)CSc2cn(CC(=O)N(C(C)C)C(C)C)c3ccccc23)no1` gave H9c2 protect -0.7, Vif inh -2.7, MC4R ag barr -1.8, CaV13 ICDI inh -6.7, N-glyco inh -1.4, HTR2A ag 1.4, aDG glyco up 0.3, MC4R antag cAMP 6.6, ABCB6 inh 2 100.0 and PDI inh 1.9.
`O=C(NNC(=O)c1c(F)cccc1F)c1ccccc1-n1cccc1` gave H9c2 protect 4.7, Vif inh 2.2, MC4R ag barr -3.5, CaV13 ICDI inh -4.5, N-glyco inh 0.6, HTR2A ag 1.8, aDG glyco up 3.2, MC4R antag cAMP 1.3, ABCB6 inh 2 98.0 and PDI inh 2.5.
CSc1ccc(OC2(C)CCN(Cc3ccc4c(c3)OCCO4)C2)cc1 (stereo not drawn) was read as H9c2 protect 3.4, Vif inh 2.1, MC4R ag barr -1.8, CaV13 ICDI inh -4.4, N-glyco inh 4.0, HTR2A ag -16.4, aDG glyco up -0.1, MC4R antag cAMP -4.7, ABCB6 inh 2 90.0 and PDI inh 0.4.
COC(=O)/C(C#N)=C/c1ccc(C)o1 was read as H9c2 protect 8.8, Vif inh -1.8, MC4R ag barr -0.8, CaV13 ICDI inh -2.6, N-glyco inh 0.1, HTR2A ag -3.1, aDG glyco up 1.0, MC4R antag cAMP 7.0, ABCB6 inh 2 97.0 and PDI inh -0.3.
`COc1ccc(Cn2c(=O)[nH]c3cc(C(=O)Nc4ccc(N5CCN(C)CC5)cc4)ccc32)cc1` gave H9c2 protect 4.2, Vif inh 23.5, MC4R ag barr 0.3, CaV13 ICDI inh -10.3, N-glyco inh -1.7, HTR2A ag -1.7, aDG glyco up -0.3, MC4R antag cAMP 4.1, ABCB6 inh 2 96.0 and PDI inh -1.2.
For COc1ccc(OC)c(NC(=S)N(CCc2c(C)[nH]c3ccc(C)cc23)Cc2cccs2)c1 the results were H9c2 protect -23.4, Vif inh 5.1, MC4R ag barr 2.1, CaV13 ICDI inh -7.4, N-glyco inh -5.4, HTR2A ag 20.1*, aDG glyco up -0.2, MC4R antag cAMP 11.8, ABCB6 inh 2 98.0 and PDI inh 20.2.
Screening O=C(Nc1ccccc1F)Nc1cccc2ccc(O)cc12 returned H9c2 protect -13.7, Vif inh -3.6, MC4R ag barr 0.0, CaV13 ICDI inh -17.3, N-glyco inh -1.7, HTR2A ag -3.0, aDG glyco up 0.1, MC4R antag cAMP -4.7, ABCB6 inh 2 100.0 and PDI inh 12.4.
For CCOc1ccccc1C=C1SC(=S)NC1=O the results were H9c2 protect -13.4, Vif inh -2.3, MC4R ag barr -1.2, CaV13 ICDI inh -3.2, N-glyco inh 1.9, HTR2A ag 0.9, aDG glyco up 0.2, MC4R antag cAMP 2.1, ABCB6 inh 2 99.0 and PDI inh -1.7.
`COCc1cc(C)nc2sc(C(=O)Nc3ccc(C(=O)OC)cc3)c(N)c12` gave H9c2 protect 26.7, Vif inh -2.0, MC4R ag barr 0.5, CaV13 ICDI inh -62.7, N-glyco inh 4.5, HTR2A ag 1.2, aDG glyco up 0.3, MC4R antag cAMP 3.4, ABCB6 inh 2 90.0 and PDI inh 3.5.
`COc1ccccc1N1CCN(C(=O)CN(c2ccccc2OC)S(=O)(=O)c2ccccc2)CC1` gave H9c2 protect 7.4, Vif inh -2.0, MC4R ag barr -2.4, CaV13 ICDI inh -4.7, N-glyco inh -0.5, HTR2A ag -2.3, aDG glyco up 0.2, MC4R antag cAMP 9.4, ABCB6 inh 2 97.0 and PDI inh -0.6.
`Cc1ccc(NC(=O)C2C3CCCC2C3c2ccccc2)c(C)c1` (stereo not drawn) gave H9c2 protect 5.4, Vif inh 1.6, MC4R ag barr -2.2, CaV13 ICDI inh -2.8, N-glyco inh -2.0, HTR2A ag -3.2, aDG glyco up 1.3, MC4R antag cAMP 8.7, ABCB6 inh 2 95.0 and PDI inh -4.4.
O=C(CSc1nnc(-c2ccc(F)cc2)o1)NC1CCCCC1 was read as H9c2 protect -2.6, Vif inh -4.9, MC4R ag barr -2.4, CaV13 ICDI inh -4.1, N-glyco inh -0.3, HTR2A ag -4.5, aDG glyco up 0.9, MC4R antag cAMP 7.0, ABCB6 inh 2 97.0 and PDI inh 6.0.
For CC12C=CC(=O)C=C1CCC1C3CCC(O)(C(=O)CO)C3(C)CC(O)C12F (stereo not drawn) the results were H9c2 protect -0.6, Vif inh 15.4, MC4R ag barr -2.2, CaV13 ICDI inh -5.5, N-glyco inh -0.9, HTR2A ag -1.8, aDG glyco up -0.2, MC4R antag cAMP -0.2, ABCB6 inh 2 87.0 and PDI inh -1.0.
For O=C(CCN1CCN(Cc2ccccc2)CC1)Nc1cccc(Cl)c1 the results were H9c2 protect -3.8, Vif inh -6.6, MC4R ag barr 6.3, CaV13 ICDI inh -5.8, N-glyco inh -2.2, HTR2A ag -4.8, aDG glyco up 0.0, MC4R antag cAMP 13.0, ABCB6 inh 2 99.0 and PDI inh 13.0.
Cc1cc(S(=O)(=O)Nc2c(NC3CCCCC3)c3ccccc3oc2=O)ccc1F was read as H9c2 protect -0.2, Vif inh 5.0, MC4R ag barr 8.4*, CaV13 ICDI inh -7.0, N-glyco inh 0.2, HTR2A ag 0.2, aDG glyco up -0.5, MC4R antag cAMP 5.6, ABCB6 inh 2 98.0 and PDI inh 0.6.
Screening CN(CCN1CCOCC1)Cc1nc(-c2ccccc2)no1 returned H9c2 protect 16.1, Vif inh -5.7, MC4R ag barr -1.8, CaV13 ICDI inh 1.7, N-glyco inh 1.0, HTR2A ag -2.8, aDG glyco up -0.2, MC4R antag cAMP 10.7, ABCB6 inh 2 101.0 and PDI inh 6.6.
`Cc1ccccc1CN(C)CC(=O)NC(C)CCc1ccccc1` (stereo not drawn) gave H9c2 protect -4.9, Vif inh -2.7, MC4R ag barr 2.0, CaV13 ICDI inh -2.5, N-glyco inh -1.2, HTR2A ag -4.0, aDG glyco up 0.2, MC4R antag cAMP 5.8, ABCB6 inh 2 103.0 and PDI inh -4.3.
Screening COc1ccc(C(C(=O)NC2CCCCC2)N(C(=O)c2snc(C(N)=O)c2N)c2ccc(OC)cc2OC)cc1 (stereo not drawn) returned H9c2 protect -2.7, Vif inh 1.6, MC4R ag barr -0.5, CaV13 ICDI inh -4.0, N-glyco inh -2.9, HTR2A ag 5.1, aDG glyco up 0.4, MC4R antag cAMP -8.3, ABCB6 inh 2 87.0 and PDI inh 4.2.
`CCN(CC)C(=O)C1CCCN(C/C(C)=C/c2ccccc2)C1` (stereo not drawn) gave H9c2 protect -9.9, MC4R ag barr 0.2, CaV13 ICDI inh -6.7, N-glyco inh -0.6, HTR2A ag -2.4, aDG glyco up -0.2, MC4R antag cAMP -0.1, ABCB6 inh 2 102.0 and PDI inh -2.6.
For O=C(OCc1nc2ccccc2s1)c1cccc(S(=O)(=O)N2CCOCC2)c1 the results were H9c2 protect 6.9, Vif inh 26.7, MC4R ag barr -0.8, N-glyco inh -5.4, HTR2A ag -2.1, aDG glyco up 0.0, MC4R antag cAMP 19.6, ABCB6 inh 2 94.0 and PDI inh 1.2.

Not a hit list. Share with any hit: about 3.6%.
